Source: PubChem
TLR9-MyD88 inh: blocks human TLR9 binding to MyD88 | CHO BLA complementation TLR9-MyD88, CCF4 FRET ratio | inhibition, % at 4.98 µM | AID 504734 | Q9NR96+Q99836 | 0.21% of 340,000 active;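 active = inhibition above the mean over all tested compounds plus 3 SD, cut at about 21% in these data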;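 note: 0% = DMSO only wells and 100% = clavulanate BLA inhibitor control wells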
TROY NFkB inh: blocks TROY-dependent signaling in reporter cells | Q293 LMP1-TROYcd NF-kB luciferase reporter, 4 h | AID 1347056 | inhibition, % at 10 µM | 0.98% of 360,000 active;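 active = compounds whose plate-normalised and pattern-corrected inhibition of the luciferase reporter signal at the single screening dose is 50% or more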
EBV LMP1 NFkB: Epstein-Barr LMP1 NF-kappaB reporter inhibition | LMP1-induced NF-kappaB luciferase reporter cells, luminescence | inhibition, % at 12.5 µM | 0.69% of 350,000 active | AID 504558; in the data active = inhibition above about 41%;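 note: 0% = neutral control wells and 100% = reference inhibitor control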
NR5A2 inv ag: NR5A2 inverse agonism in reporter assay. O00482. HEK293T StAR-luciferase reporter, LRH-1 transfected, 24 h. inhibition, % at 3.6 µM. 0.13% of 360,000 active;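 active = inhibition above the mean inhibition of all tested compounds plus 3 SD, cut at about 73% in these data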;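 note: 0% = DMSO wells and 100% = reporter-only cells lacking LRH-1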
Target sequence (O00482 whole entry, looked up): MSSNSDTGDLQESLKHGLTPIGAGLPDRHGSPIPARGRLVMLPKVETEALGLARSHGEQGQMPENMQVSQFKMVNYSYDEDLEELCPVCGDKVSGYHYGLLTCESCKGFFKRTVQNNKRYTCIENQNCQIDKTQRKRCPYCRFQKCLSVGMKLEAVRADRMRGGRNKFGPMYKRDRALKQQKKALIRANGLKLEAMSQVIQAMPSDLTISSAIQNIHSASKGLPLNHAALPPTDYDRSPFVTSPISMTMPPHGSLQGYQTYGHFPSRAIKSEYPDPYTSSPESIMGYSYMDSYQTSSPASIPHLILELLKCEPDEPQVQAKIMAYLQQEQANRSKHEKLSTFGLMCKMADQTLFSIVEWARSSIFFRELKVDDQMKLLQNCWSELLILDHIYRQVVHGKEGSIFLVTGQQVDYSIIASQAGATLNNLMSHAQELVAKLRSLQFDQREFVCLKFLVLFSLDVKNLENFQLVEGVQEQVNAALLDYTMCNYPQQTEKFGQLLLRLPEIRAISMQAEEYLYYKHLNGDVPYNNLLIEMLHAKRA
SRC3 inh: inhibitors of human steroid receptor coactivator 3 (SRC3); Q9Y6Q9; HEK293 GAL4-SRC3 luciferase reporter, luminescence; inhibition, % at 3.6 µM; 0.17% of 360,000 active;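 active = inhibition above a per-campaign cutoff, the mean of all compounds plus 3 SD, cut at about 60% in these data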;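 note: 0% = DMSO-treated cells and 100% = gossypol-treated cells at 36 µM; higher means less SRC3-driven luciferase light from the GAL4 reporter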
NR2F2 inh: NR2F2 (human) inhibition, primary screen | P24468 | HEK293T NGFI-A luciferase reporter, luminescence | AID 686940 | 0.7% of 370,000 active | inhibition, % at 8.6 µM;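 active = inhibition above a per-plate cutoff, mean inhibition of test wells between control levels plus 3 SD, cut at about 38% in these data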;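 note: cells cotransfected with COUP-TFII expression vector driving the NGFI-A reporter; 0% = median of COUP-TF2 test wells and 100% = reporter-only cells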
TWEAK-Fn14 inh: blocks TWEAK-Fn14 interaction in a reporter cell assay; TWEAK-stimulated Fn14 reporter cells, luciferase luminescence, 8 h; inhibition, % at 10 µM; 2% of 360,000 active; in the data active = inhibition above about 50%
C8 TRAIL sens: sensitizes caspase-8 expressing cells to TRAIL; NB7+C8 cells + TRAIL, ATPlite viability luminescence; inhibition (viability loss, TRAIL sensitization), % at 10 µM; 1% of 360,000 active;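 active = compounds causing at least 50% loss of cell viability in the single-dose screen, relative to plate controls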
SRC1 inh: human NCOA1 inhibition; 0.12% of 360,000 active; inhibition, % at 3.6 µM; HEK293 GAL4-SRC1 luciferase reporter, luminescence; Q15788;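 active = inhibition above the campaign mean plus 3 SD, with each screening campaign given its own cutoff, cut at about 60% in these data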;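 note: 0% = DMSO treated cells and 100% = gossypol at 36 µM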
SRC2 inh: inhibits human steroid receptor coactivator 2. HEK293 GAL4-SRC2 luciferase reporter, luminescence. 0.17% of 370,000 active. inhibition, % at 9 µM. Q15596;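 active = inhibition above the mean inhibition of all tested compounds plus 3 SD, set per campaign, cut at about 52% in these data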;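 note: 0% = DMSO treated cells and 100% = cells given Gossypol at 36 µM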
NOD2 RIPK2 PPI: blocks binding of human NOD2 to RIPK2; inhibition, % at 4.98 µM; AID 624267; CHO BLA complementation NOD2-RIPK2, CCF4 ratio; O43353; 0.38% of 360,000 active; in the data active = inhibition above about 21%;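 note: 0% = vehicle only and 100% = reference blocker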
Target sequence (O43353 whole entry, looked up): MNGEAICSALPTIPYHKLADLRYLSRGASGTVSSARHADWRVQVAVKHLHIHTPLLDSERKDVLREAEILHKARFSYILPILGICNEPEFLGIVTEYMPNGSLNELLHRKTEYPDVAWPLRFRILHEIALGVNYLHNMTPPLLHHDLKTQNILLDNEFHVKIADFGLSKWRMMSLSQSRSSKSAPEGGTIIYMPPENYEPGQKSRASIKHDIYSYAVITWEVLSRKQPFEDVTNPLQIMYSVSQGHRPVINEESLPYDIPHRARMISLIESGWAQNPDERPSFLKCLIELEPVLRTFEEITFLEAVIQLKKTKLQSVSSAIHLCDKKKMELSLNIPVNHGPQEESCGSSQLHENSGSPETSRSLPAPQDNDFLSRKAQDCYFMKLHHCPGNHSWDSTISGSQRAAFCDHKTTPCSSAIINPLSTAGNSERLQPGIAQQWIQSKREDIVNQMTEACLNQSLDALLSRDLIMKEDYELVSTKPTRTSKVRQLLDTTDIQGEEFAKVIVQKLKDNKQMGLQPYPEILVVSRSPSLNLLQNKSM
* marks the source's active call; other numbers are inactive results; . = no result given.

Below each compound – TLR9-MyD88 inh	TROY NFkB inh	EBV LMP1 NFkB	NR5A2 inv ag	SRC3 inh	NR2F2 inh	TWEAK-Fn14 inh	C8 TRAIL sens	SRC1 inh	SRC2 inh	NOD2 RIPK2 PPI
[1] NS(=O)(=O)c1ccc(N/N=C/c2cn(-c3ccccc3)nc2-c2cccs2)c([N+](=O)[O-])c1
    -5.5	-11.2	-26.6	-15.2	10.2	-10.4	-0.6	35.2	10.6	18.2	-5.8
[2] Cc1cccnc1NC(=S)NC(=O)c1cncc(Br)c1
    -4.2	-73.8	-18.5	-32.6	-25.6	-15.2	-14.6	19.8	-28.9	-14.4	-6.0
[3] Cc1ccc(C(=O)Nc2ccc(NC(=O)c3ccco3)c(C)c2)cc1
    4.7	-36.6	-12.8	-18.7	-11.8	-3.1	-11.3	16.7	-68.3	-53.0	0.2
[4] O=C(c1ccncc1)N1N=C(C2CCCCC2)CC1(O)C(F)(F)F (stereo unspecified)
    .	-3.7	.	12.3	16.2	29.0	20.3	2.7	1.7	23.3	2.6
[5] O=C(CCS(=O)(=O)Cc1ccccc1F)NCCCN1CCCCC1
    -6.0	-6.1	5.5	-11.2	-7.4	3.7	-27.9	-2.5	-2.8	-12.9	-9.7
[6] COC(=O)c1cc(=O)n(CCc2ccccc2)c(=Nc2ccc(F)cc2)s1
    8.8	-17.2	9.0	0.5	15.8	4.0	10.6	12.3	5.0	-13.0	13.4
[7] COc1ccc(N2CCN(CCNC(=O)Nc3ccc(C)cc3Cl)CC2)cc1
    -5.5	-5.7	6.4	22.0	6.8	-15.3	-3.0	3.9	4.3	-9.0	-9.9
[8] CSc1cccc(NC(=O)CN(Cc2ccc(Cl)cc2)S(C)(=O)=O)c1
    -6.5	16.6	-2.2	10.4	-18.4	-8.1	13.4	-6.4	9.9	-13.5	4.7
[9] CC(C)NC(=S)N/N=C/c1ccc(C(C)(C)C)cc1
    -3.9	-10.9	-1.4	-15.7	3.1	-0.3	-25.8	15.3	-10.4	-15.9	-0.7
[10] COC(=O)c1nn(-c2ccccc2)c(Cl)c1/C=N/OCc1ccc(C)cc1
    -10.2	-16.9	-0.3	-0.7	17.9	-7.6	-3.0	-5.5	-17.9	-8.0	-2.0
[11] CCC(=O)Nc1nc2ccccc2n1Cc1ccc(Cl)cc1
    4.1	-23.3	15.8	2.5	12.8	-2.8	3.2	2.9	8.4	8.5	-4.3
[12] CCOC(=O)N1CCN(C(=O)COc2ccc3c(c2)C(=O)CC(C)(C)O3)CC1
    -4.7	6.1	0.5	7.8	5.9	3.3	-9.1	15.8	-29.6	5.8	-2.7
[13] COc1ccccc1OCCn1cc(C=O)c2ccccc21
    -5.7	-4.0	5.1	11.3	4.2	18.9	-4.9	-1.8	-10.2	24.4	-3.5
[14] c1ccc(-c2nc(CSc3nnnn3-c3ccccc3)cs2)cc1
    7.7	-19.3	0.1	23.4	6.1	-19.9	-8.2	-0.9	9.2	-0.3	4.8
[15] O=C(O)c1ccc2c(=O)n(-c3ccccc3)c(=S)[nH]c2c1
    0.0	9.9	-3.2	5.0	12.4	-7.8	-6.0	-3.7	-21.7	-12.3	-9.6
[16] Oc1ccc(/C=N/NC(=S)Nc2cccnc2)c(O)c1O
    -13.0	-17.0	-3.5	-3.7	12.8	3.8	50.3*	-18.0	-30.5	4.2	7.6
[17] CC(=O)c1ccc(Nc2nc(-c3cccnc3)cs2)cc1
    2.8	-19.7	-35.2	13.7	-79.8	-25.2	-7.9	34.4	-78.0	-13.9	0.2
[18] CCCCc1nnc(NC(=O)C2CCN(c3ncnc4sc(C)c(C)c34)CC2)s1
    2.8	9.8	3.5	-1.6	5.5	-4.1	-12.3	24.1	-9.5	-11.8	-15.0
[19] Cc1cccc(NC(=O)C2c3ccccc3C(=O)N3CCc4ccccc4C23)n1 (stereo unspecified)
    1.9	2.2	1.7	1.4	-13.9	6.4	3.5	-0.8	15.6	-3.7	-7.9
[20] CC1CCCN(c2nc3c(c(=O)n(C)c(=O)n3C)n2CCSc2nc3ccccc3s2)C1 (stereo unspecified)
    -5.8	4.7	6.0	-8.5	3.9	-19.0	-10.5	-5.2	-27.5	18.7	4.0
[21] Cc1cc(C#Cc2c(-c3ccccc3)n(C)c3ccccc23)ccc1F
    8.1	-22.2	-8.9	-4.1	16.6	-6.1	-1.4	19.9	-1.5	-20.3	-2.0
[22] CCOC(=O)C1CCN(C(=O)c2ccc3c(=O)n4nc(Nc5cc(C)ccc5C)sc4nc3c2)CC1
    -3.6	-2.8	-6.6	1.2	-1.1	9.5	-10.9	11.9	0.7	-0.6	6.3
[23] CCCc1cc(NC(=O)COC(=O)c2nccnc2N)n(-c2ccccc2)n1
    13.8	-0.6	-4.8	-4.4	-3.9	8.9	-0.7	-10.3	-10.6	-13.9	-1.9
[24] COc1ccc(/C=N/N2CCN(Cc3ccc(C)cc3)CC2)cc1Br
    -7.9	16.9	5.2	22.1	5.8	14.9	-2.8	0.0	-16.0	-5.2	4.5
[25] Cc1ccc(C(=O)NC(=S)Nn2cnnc2)cc1
    -9.9	-4.3	-1.8	6.9	4.1	-24.6	8.3	-6.9	-5.8	-23.4	5.5
[26] Oc1cccc2ccc(N3CCOCC3)nc12
    -2.4	-9.0	6.0	-16.3	-27.6	-1.0	-26.4	-9.4	-73.6	-33.0	-20.1
[27] Cc1cc(NC(=O)CN2C(=O)NC3(CCCCCC3)C2=O)ccc1Br
    -1.8	-4.8	-2.1	11.6	9.7	5.1	-31.1	-1.7	-5.4	8.7	7.2
[28] COc1ccc2c(c1)C(C)CC(C)(C)N2C(=O)Nc1ccccc1 (stereo unspecified)
    -9.4	-26.6	3.3	-6.3	-39.8	-9.0	6.4	-10.4	-19.9	-34.9	-10.3
[29] O=C(/C=C/c1ccc2c(c1)OCO2)NCCSCc1c(Cl)cccc1Cl
    0.8	30.5	-3.3	-5.9	7.4	1.5	-7.0	-0.1	13.0	-0.8	0.2
[30] O=C(CCCC(=O)N(CC(=O)NC1CCCC1)c1cccc(F)c1)Nc1ccccn1
    -13.3	-8.3	-3.5	-14.8	3.2	-6.7	24.1	-3.7	-11.4	-7.3	-6.8
[31] CCOC(=O)C1=C(C)N(C)C(=O)NC1c1ccccc1OC (stereo unspecified)
    11.4	14.6	40.4*	-5.0	-7.7	11.4	5.0	3.6	-29.2	8.4	-6.2
[32] O=C(c1ccc(S(=O)(=O)N2CCCC2)cc1)N1CCCc2ccccc21
    -2.8	-12.2	-32.5	2.0	-5.0	4.9	-5.7	-11.9	-6.4	-3.2	-2.2
[33] Cc1csc2c(N3CCN(C(=O)Nc4ccc(OC(F)(F)F)cc4)CC3)ncnc12
    4.3	26.4	21.3	-2.8	14.3	8.0	13.5	-2.9	0.7	-0.8	12.8
[34] COc1cccc(CN(C)C(=O)c2ccc(NS(=O)(=O)c3ccc4[nH]c(=O)[nH]c4c3)cc2)c1OC
    0.5	6.7	4.5	3.6	-36.4	-29.5	-2.0	8.1	-7.9	8.0	8.0
[35] CC1CCCC(C)N1CC(O)COC1CCC(C(C)(C)C)CC1 (stereo unspecified)
    -16.2	-0.2	-7.8	-15.4	-3.0	-7.3	7.2	7.5	-5.7	0.4	-3.3
[36] CC(=O)NCC(=O)NC1(C(=O)NC2CCCC2)CCCCC1
    -0.3	22.0	1.9	-8.9	-6.1	9.9	-28.2	45.1	-0.9	-13.6	-3.8
[37] Cn1c(N)cc(=O)[nH]c1=S
    -13.5	-4.8	-4.4	9.7	-21.6	-0.7	-8.7	-1.0	-8.9	-7.0	-4.8
[38] CCC(C)CN1C(=O)CSCC1(C)C(=O)NC(C)C (stereo unspecified)
    .	.	.	14.4	.	-18.1	.	-5.8	.	23.1	-0.1
[39] Cc1ccc2c(c1)[nH]c1c(=O)n(CCCN3CCOCC3)cnc12
    -1.3	-28.7	-4.6	-7.1	2.9	-6.1	-10.6	0.1	-25.6	-48.3	-10.4
[40] O=C(Nc1ccccc1)Nc1cc(Cl)cc(Cl)c1
    -16.2	50.7*	-3.5	-12.9	10.1	8.1	40.9	45.2	-7.2	12.3	-0.9
[41] CCN(CC)C(=O)Cn1cc(/C=C(\C#N)C(=O)N2CCN(c3ccccc3)CC2)c2ccccc21
    -2.7	6.7	9.8	7.3	19.5	-0.8	13.3	2.3	6.7	-16.8	-8.0
[42] Cc1ccc(Cl)cc1N(C(=O)c1csnn1)C(C(=O)NC1CCCC1)c1ccco1 (stereo unspecified)
    -8.3	-8.0	-5.6	-5.6	-18.0	-14.7	-0.3	-2.5	-15.4	-18.8	-1.6
[43] Cc1ccc(OCC(O)CNCc2ccccc2)cc1C (stereo unspecified)
    -15.6	-18.4	3.0	2.7	5.1	4.3	8.6	7.2	-20.2	-35.4	0.4
[44] O=C(COC(=O)CCC(=O)c1cccs1)Nc1ccccc1[N+](=O)[O-]
    4.5	6.0	1.4	8.5	0.3	4.6	2.4	-1.7	-20.2	-44.5	-5.7
[45] O=C(c1cccc(S(=O)(=O)N2CCc3ccccc3C2)c1)N1CCN(c2ccccc2)CC1
    10.1	33.6	0.3	6.5	-6.7	6.8	28.7	-9.2	2.5	-5.5	-0.3
[46] COc1ccc(C2=NCC(CSc3nnc(-c4ccc5c(c4)OCO5)o3)S2)cc1 (stereo unspecified)
    -1.4	-27.1	-10.3	-8.0	-9.1	-5.9	-12.1	17.0	-23.0	-30.8	-1.6
[47] CCCCN(C(=O)CN1CCOCC1)c1c(N)n(CC(C)C)c(=O)[nH]c1=O
    4.0	12.8	-4.9	15.2	23.3	-5.4	0.8	-19.4	2.2	-1.5	-2.5
[48] CN(C(=O)c1ccccc1C(=O)OCC(=O)NCc1cccs1)C1CCCCC1
    -5.9	3.7	3.2	5.8	13.3	8.4	-1.1	-1.8	18.3	-10.1	-2.3
[49] O=C(Nc1ccccc1C(=O)Nc1ccccn1)c1cc(F)c(F)cc1Cl
    -4.6	8.0	-0.4	9.4	-1.4	-16.3	-0.2	1.0	0.6	-0.3	-7.0
[50] Cc1cccc(NC(=S)NN(Cc2ccccc2)c2ccccc2)c1C
    -6.7	-6.6	9.8	-8.2	-6.0	8.7	-22.4	3.6	10.2	5.1	-1.7
[51] Cc1ccccc1OC/C(O)=C(\C#N)c1nc2ccccc2[nH]1
    11.1	1.0	-10.2	1.3	6.8	3.3	-9.5	-0.2	-18.8	-11.6	-0.4
[52] O=C1c2cccc3c([N+](=O)[O-])ccc(c23)C(=O)N1O
    9.4	11.5	1.9	-0.9	-6.2	15.1	-18.7	44.6	-46.9	-21.2	20.9*
[53] CC(=O)Nc1sc(-c2ccccc2)nc1-c1ccccc1
    -7.2	-16.8	1.8	11.2	17.9	-2.3	-7.3	-3.1	5.0	2.1	5.5

Only part of the results is shown; the hit share may differ from the screen's.
